Bioassay records deposited in PubChem by National Center for Advancing Translational Sciences (NCATS).
MBNL1 CUG block – inhibitors of human MBNL1 binding to CUG repeat RNA; Q9NR56; actives 0.036% (n = 280,000); Potency, µM (doses to about 57.5 µM), for the others: top-dose activity change, negative = inhibition, hits mostly inhibitors; TR-FRET MBNL1-His/biotin-(CUG)12 binding, 665/545 ratio; AID 2675; active = well fitted inhibition curve with a large enough effect in the signal ratio, with a control signal flat, not every such curve was filed as active; inconclusive = small, poorly fitted or top-dose-only effect, or effect the other way, or a change in a side signal; inactive = no such curve, though single readings can be large or run the other way; the % refers to the signal ratio; also: % is scaled to controls: 0 for no effect and ±100 for the full control effect
Target sequence (Q9NR56 whole entry, looked up): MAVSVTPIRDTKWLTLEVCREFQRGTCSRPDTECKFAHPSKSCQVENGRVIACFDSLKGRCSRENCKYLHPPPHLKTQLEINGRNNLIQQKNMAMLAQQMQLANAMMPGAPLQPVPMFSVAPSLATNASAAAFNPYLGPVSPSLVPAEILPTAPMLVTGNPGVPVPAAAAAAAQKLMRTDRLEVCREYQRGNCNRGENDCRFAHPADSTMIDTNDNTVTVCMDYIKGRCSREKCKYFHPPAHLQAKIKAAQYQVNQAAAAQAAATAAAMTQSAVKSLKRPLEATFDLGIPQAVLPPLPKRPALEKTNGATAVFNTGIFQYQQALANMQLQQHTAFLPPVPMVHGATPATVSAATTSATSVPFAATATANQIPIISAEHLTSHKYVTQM
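Compound titration spanned 92 nM–58 uM against the MBNL1-His/biotin-(CUG)12 complex. After 60 min at room temperature with 5 nM streptavidin-XL665 and 0.055 ng/ul terbium anti-His, ratiometric 665/545 nm emission (Ex 340 nm) normalized to controls.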
FLuc counter – counter-screen for miR-21 project: firefly luciferase inhibitors or activators. P08659. purified FLuc, Km substrates, luminescence inhibition. Potency, µM (doses to about 57.5 µM), for the others: at the top dose activity change, negative = inhibition, usual class: inhibitors. actives 6.9% (n = 360,000);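 also: plate controls were vehicle for no effect and reference inhibitor for full effect; nearly all actives have a fitted effect of over 55% in size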
Target sequence (P08659 whole entry, looked up): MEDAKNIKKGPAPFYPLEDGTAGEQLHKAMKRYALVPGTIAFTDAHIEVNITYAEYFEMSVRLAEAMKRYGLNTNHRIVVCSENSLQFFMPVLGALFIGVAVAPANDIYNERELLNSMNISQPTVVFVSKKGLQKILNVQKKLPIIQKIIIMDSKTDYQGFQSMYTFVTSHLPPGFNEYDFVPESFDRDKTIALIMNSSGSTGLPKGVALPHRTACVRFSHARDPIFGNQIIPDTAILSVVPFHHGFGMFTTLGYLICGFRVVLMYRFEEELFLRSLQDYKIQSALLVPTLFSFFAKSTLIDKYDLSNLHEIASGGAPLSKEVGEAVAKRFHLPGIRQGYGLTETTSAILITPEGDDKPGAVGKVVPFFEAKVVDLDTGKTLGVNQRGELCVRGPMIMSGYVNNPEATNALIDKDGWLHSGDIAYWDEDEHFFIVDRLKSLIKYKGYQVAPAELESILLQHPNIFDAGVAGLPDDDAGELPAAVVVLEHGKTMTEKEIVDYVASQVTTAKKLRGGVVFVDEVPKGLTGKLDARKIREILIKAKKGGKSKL
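Biochemical qHTS of compounds, final roughly 60 µM downward over six points, against 10 nM purified firefly luciferase using Km concentrations of substrates (10 uM D-luciferin, 10 uM ATP) in Tris acetate pH 7.5 buffer; luminescence output.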
p53 reactivator – mutant p53 re-activation in reporter cells | H1299 p53-A138V BP100-luciferase reporter, luminescence, 24 h | Potency, µM (highest dose often 92.2 µM), inactives show at the highest dose activity change, positive = activation, hits mostly activators | actives 0.063% (n = 320,000); also: % of control where 0% means no effect; nearly all actives have a fitted effect of over 45% in size
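p53-null H1299 cells stably carrying temperature-sensitive p53-A138V and a BP100-luciferase reporter were pinned with compounds (4-point, 1:5 series) and held 24 hrs at 37 deg C. Luminescence was read 10 min after detection reagent.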
BRCA1 expr act – activators of BRCA1 expression; MCF7-BRCA1-FFLuc reporter, luminescence, 48 h; response scale: scaled: vehicle 0%, 10 µM genistein 100%; Potency, µM (top dose mostly 46.1 µM), inactives show at the top dose activation, actives largely listed as activators; actives 1.1% (n = 380,000); also: nearly all actives have a fitted effect of over 80% in size; some results filed as inactive show a strong effect at the top dose
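Quantitative HTS in MCF7 cells stably reporting BRCA1 expression via firefly luciferase. Compound treatment lasts 48 h at 37 °C in phenol-red free MEM. Activation is expressed relative to genistein at 10 microM and DMSO.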
uPA surface inh – cell surface uPA generation inhibition; Potency, µM (titrated, usually from 38.3 µM), for the others: top-dose activity change, negative = inhibition, hits mostly inhibitors; AID 540303; actives 0.31% (n = 330,000); cell surface uPA generation assay, qHTS; active = well fitted inhibition curve with a large enough effect; inconclusive = small, poorly fitted or top-dose-only effect; inactive = no such curve, though single readings can be large or run the other way; tested in mouse RAW 264.7 cells; also: % is scaled to controls: 0 for no effect and ±100 for the full control effect; nearly all actives have a fitted effect of over 55% in size
VP16 counter – inhibits Gal4-VP16 luciferase reporter, ROR gamma counter-screen | Potency, µM (series often up to 53.6 µM), for the others: at the highest dose activity, negative = inhibition, usual class: inhibitors | actives 3.5% (n = 310,000) | AID 2546 | Drosophila S2 Gal4-VP16 UAS-luciferase, luminescence, 20 h;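 also: Gal4-VP16 expression switched on by copper sulfate through the metallothionein promoter; % is scaled to controls: 0 for no effect and ±100 for the full control effect; nearly all actives have a fitted effect of over 50% in size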
Rab9 prom act – activates the Rab9 promoter | Huh7 Rab9 promoter-luciferase reporter, luminescence, 24 h | Potency, µM (doses to about 9.22 µM), for the others: top-dose activation, negative = inhibition, actives largely listed as activators | actives 2.8% (n = 320,000) | AID 485297; also: % of control where 0% means no effect; nearly all actives have a fitted effect of over 60% in size
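Promoter activation is measured as luciferase luminescence in Huh7 cells stably transfected with a Rab9 promoter–luciferase construct, following 24 h compound exposure at 37 °C and 10 min reagent incubation at ambient temperature.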
ELG1 genotox – inducers of genotoxicity in HEK293T ELG1-luciferase cells; HEK293T ELG1-luciferase reporter, luminescence, 16 h; Potency, µM (top dose mostly 46 µM), for the others: at the top dose activity change, positive = activation, actives largely listed as activators; actives 1.3% (n = 330,000); AID 504466; also: % of control where 0% means no effect; nearly all actives have a fitted effect of over 60% in size
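Genotoxicity was scored as increased ELG1-luciferase reporter signal, measured by ONE-Glo luminescence (30 min, room temperature). Compound or vehicle exposure of the HEK293T reporter cells lasted 16 hr at 37°C.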
RORgamma inh – inhibitors of mouse ROR gamma transcriptional activity; Drosophila S2 Gal4-RORgamma UAS-luciferase reporter, 20 h; Potency, µM (titrated, usually from 53.6 µM), for the others: at the highest dose activity change, negative = inhibition, most hits filed as inhibitors; P51450; actives 5.4% (n = 310,000); AID 2551; also: % is scaled to controls: 0 for no effect and ±100 for the full control effect; nearly all actives have a fitted effect of over 60% in size
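Schneider cells (Drosophila), stable Gal4 DBD–ROR gamma + UAS-luc; 1 hr cmpd preincubation; Cu2+ induction 700 uM final; 20 hr ambient; luminescence.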
CXXC DNA block – inhibitors of human MLL CXXC domain-DNA interaction; Q03164; Potency, µM (doses to about 115 µM), inactives show at the highest dose activity change, negative = inhibition, actives largely listed as inhibitors; MLL-CXXC / FITC-HOXA9 DNA fluorescence polarization; actives 0.037% (n = 290,000); active = well fitted inhibition curve with a large enough effect in the polarisation, with a control signal flat, not every such curve was filed as active; inconclusive = small, poorly fitted or top-dose-only effect, or effect the other way, or a change in a side signal; inactive = no such curve, though single readings can be large or run the other way; the % refers to the polarisation
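Fluorescence polarization: 7 uM MLL-CXXC (stock) preincubated 5 min with compounds, then 50 nM fluorescein-HOX-A9 DNA (stock) added; 30 min ambient. Buffer 50 mM Tris-HCl pH 7.5, 50 mM NaCl, 1 mM DTT, 0.05% BSA.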
NPC1 promoter act – activators of NPC1 promoter; Huh7 NPC1 promoter luciferase reporter, 24 h; Potency, µM (top dose mostly 9.22 µM), for the others: at the top dose activation, hits mostly activators; actives 2.4% (n = 320,000); AID 485313;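 also: % of control where 0% means no effect; nearly all actives have a fitted effect of over 60% in size; reporter is driven by a mutant NPC1 promoter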
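NPC1 promoter–luciferase Huh7 cells; 24 h compound; luminescence.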
* = called active by the depositor; ? = inconclusive; nt = not tested or not shown; & = joins results of further samples; [ ] = remark or other dose. Unless noted, calls follow the shape of the dose curve; as a rule, active = well fitted curve in the direction sought with a large enough effect; inconclusive = small, poorly fitted or top-dose-only effect, or another doubt; inactive = no such curve, though single readings can be large; an effect the other way counts as inactive or inconclusive. Potency is read from the fitted curve at half-maximal effect. Not all compounds are listed; rates above refer to the full screens.

No.	SMILES	MBNL1 CUG block	FLuc counter	p53 reactivator	BRCA1 expr act	uPA surface inh	VP16 counter	Rab9 prom act	ELG1 genotox	RORgamma inh	CXXC DNA block	NPC1 promoter act
1	CCN(CC(=O)Nc1ccc2c(c1)OCCO2)C(=O)/C=C/c1cccc(OC)c1OC	nt	?	?	60%	1%	nt	?	?	nt	nt	?
2	CC1(C)C2CCC1(C)C(NC1=NCCC1)C2 (configuration not stated)	-1%	-2%	12%	-4%	-1%	0%	-1%	-4%	9%	-3%	0%
3	COc1ccc(N(CC(=O)N2CCN(c3cccc(C)c3C)CC2)S(=O)(=O)c2c(C)noc2C)cc1	5%	2%&2%	3%	-44%&-55%	?	1%	2%	-7%	7%	32%	1%
4	CC(=O)n1cc([C@H]2C=C(C(=O)N3CCN(Cc4ccc5c(c4)OCO5)CC3)O[C@@H](OCc3ccc(CO)cc3)C2)c2ccccc21	-15%	-1%	-4%	-63%	?	0%	-3%	-13%	21%	-1%	-3%
5	Fc1cccc(Cc2noc(CN3CCOCC3)n2)c1	1%	0%	0%	18%	3%	2%	1%	2%	0%	2%	-3%
6	CCC(=O)OCC(=O)N=c1sccn1Cc1ccc(C)cc1	-6%	?	16%	19%	-11%	3%	2%	-8%	23%	-3%	1%
7	Cc1ccc(CNC(=O)c2nnn(CC(=O)Nc3cccc(C)c3C)c2N)cc1	-5%	-1%	13%	5%	3%	-13%	-9%	8%[9.26 µM]	-5%	13%	-5%
8	CC(C)CC(=O)O/N=C1\C(=O)N(c2ccccc2)c2ccccc21	-6%	4%	-1%	-12%	-1%	0%	-2%	-3%	3%	97%[activator]	-2%
9	CN(C(=O)CCN1C(=O)S/C(=C\c2ccccc2)C1=O)C1CCS(=O)(=O)C1 (configuration not stated)	10%	-19%	15%	15%	-7%	-20%	8%	-1%[9.26 µM]	65%	-1%	-4%
10	Cc1nn(CC(=O)NCCc2cccs2)c(=O)c2cc3ccccc3n12	9%	0%	-1%	4%	14%	-3%	-5%	3%	-18%	1%	-2%
11	O=C(O)CCNc1cc(N2CCN(C(=O)c3ccco3)CC2)c2noc3c2c1C(=O)c1ccccc1-3	?	?	-8%	-21%	-2%	-13%	-11%	-5%	-12%	?	1%
12	CCn1c(=O)c(C(=O)CN2CC(C)OC(C)C2)c(N)n(Cc2ccccc2)c1=O (configuration not stated)	2%	1%	-34%[inhibitor]	8%	0%	-10%	-2%	2%	21%	-1%	-4%

Continuation.
No.	SMILES	MBNL1 CUG block	FLuc counter	p53 reactivator	BRCA1 expr act	uPA surface inh	VP16 counter	Rab9 prom act	ELG1 genotox	RORgamma inh	CXXC DNA block	NPC1 promoter act
13	COc1ccc(C(C#N)N2N=C(c3ccccc3)CC2c2ccccc2)cc1OC (configuration not stated)	-1%	-14%	?	25%	-9%	?	7%	?	?	1%	8%
14	CCOc1ccc(CCNC(=O)COC(=O)c2ccc(OC)c(OC)c2OC)cc1OCC	-3%	1%	-4%	-22%	8%	3%	-3%	-4%	31%	14%	-8%
15	CCOC(=O)/C(C#N)=C/Nc1ccsc1C(C)=O	?	?	1%	19%	-9%	-17%	1%	8%	6%	7%	0%
16	CCC1(c2ccccc2)NC(=O)N(CC(=O)N(C)CC(=O)Nc2c(C)cccc2C)C1=O (configuration not stated)	3%	1%	10%	-14%	-3%	-3%	-4%	5%	?	-16%	-3%
17	CC(=O)Nc1cccc(NC(=O)CCCC(=O)O)c1	-4%	3%	14%	15%	-4%	-5%	4%	10%	-7%	3%	1%
18	CCC(=O)NC(=S)Nc1ccc(Cl)cn1	-3%	-13%	3%	-11%	2%	?	1%	3%	2.8µM*	-6%	0%
19	O=C(CCCC1=NS(=O)(=O)c2ccccc2N1)OCc1ccc(Cl)cc1	3%	-2%	4%	2%	5%	3%	-10%	-4%	37%	-1%	?
20	CCc1ccccc1NC(=O)CSc1ncn[nH]1	-2%	9%	7%	-7%	12%	nt	-4%	5%	1%[0.365 µM]	2%	0%
21	CCOc1ccc(OCCC(=O)OCC(=O)NCc2ccccc2)cc1	1%	?	-4%	-3%	7%	-1%	1%	7%	-16%	20%	-3%
22	CCOc1ccc(NC(=O)CSC(N)=O)cc1	-3%	?	?	-15%	-8%	0%	14%	0%	-23%	-14%	0%
23	Cn1c(SCC(=O)Nc2ccc(C(N)=O)cc2)nnc1-c1cccs1	5%	0%	0%	-15%	5%	-9%	-3%	0%	-17%	0%	1%
24	COc1ccc2[nH]c3ccccc3c2c1	6%	?	16%	25%	3%	3%	6%	7%	13%	-19%	6%

The results go on:
No.	SMILES	MBNL1 CUG block	FLuc counter	p53 reactivator	BRCA1 expr act	uPA surface inh	VP16 counter	Rab9 prom act	ELG1 genotox	RORgamma inh	CXXC DNA block	NPC1 promoter act
25	CCOc1ccc(CN(C)C(=O)c2cccnc2SC)cc1OC	-1%	-1%	-1%	-4%	-1%	3%	-4%	-3%	10%	11%	-3%
26	CCOC(=O)c1c(C)oc2c1c1c(c3ccccc32)OCN(Cc2ccccn2)C1	2%	?	15%	?	1%	11µM*	4%	?	7.1µM*	14%	18%
27	CCc1ccc(-c2cc(C(=O)NCc3ccco3)c3ccccc3n2)s1	20%	5.4µM*	10%	12%	nt	-17%	6%	-3%	4%	-13%	10%
28	CN=c1scc(C)n1/N=C/c1ccc(O)cc1	?	3µM*	?	?	-14%	2.5µM*	2.2µM*	3.2µM*	?	-2%	3.2µM*
29	NC(N)=NS(=O)(=O)c1ccc(NC(=S)NC(=O)/C=C/c2ccco2)cc1	nt	5%	2%	-5%	2%	-5%	-5%	0%	0%[10 µM]	47%[activator]	-3%
30	Cc1nc(N/N=C/c2ccccc2)nc(N(C)c2ccccc2)c1[N+](=O)[O-]	5%	0%	1%	-12%	5%	-4%	0%	2%	-2%	8%	-2%
31	CCN(CC(=O)Nc1ccc(C)c(F)c1)CC(=O)NC(C)C	nt	-3%	1%	10%	1%	14%	3%	0%	-26%	-2%	0%
32	Cc1cc(C)cc(NC(=O)COC(=O)CCn2c(C)csc2=O)c1	nt	0%	1%	-10%	17%	nt	-4%	-4%	nt	nt	0%
33	O=S1(=O)N[C@@H](CC2=CCCCC2)C2CCCCC2O1 (some centres not stated)	-5%	1%	14%	22%	-3%	-4%	-1%	-1%	0%	2%	2%
34	CCCOc1ccc(-c2c(C(=O)N/N=C/c3ccc(OCC)cc3)nnn2-c2nonc2N)cc1	-6%	-4%	4%	1%	0%	10µM*	0%	1%	10µM*	16%	6%
35	COc1ccc(OC)c(-c2cc(C(=O)N3CCOCC3)no2)c1	0%	-4%	18%	13%	-1%	0%	-4%	0%	10%	5%	0%
36	Cc1ccccc1NC(=O)c1cccc(S(=O)(=O)Nc2cccc(C(=O)O)c2)c1	-9%	-2%	-2%	0%	3%	9%	-2%	0%	0%	-3%	-3%
37	CCC(C)(C)n1nnnc1C(c1ccc(O)c(OC)c1)N1CCc2ccccc2C1 (configuration not stated)	-17%	?	17%	-33%	nt	19%	1%	-1%	-26%	4%	-1%
38	Cc1cc(C)c(S(=O)(=O)N2CCCCC2CCNC(=O)C(=O)NCCN2CCOCC2)c(C)c1 (configuration not stated)	nt	4%	4%	-23%	2%	nt	3%	-2%	nt	nt	2%
